# High-throughput results (PubChem BioAssay)
# Cneo AK release = Cryptococcus neoformans lysis via adenylate kinase release; C. neoformans lysis, adenylate kinase release luminescence, 4 h; normalised: neutral wells 0, clomiphene wells 100; lysis activity, % at 15 µM; 360,000 compounds, 0.2% hits;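 active means mean lysis activity across replicates of at least 80%, whatever share of replicates individually reach that level; inactive means mean lysis activity below 80%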
#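 Test system: log-phase Cryptococcus neoformans yeast cells. Input: 5 × 10^6 yeast cells/mL. Medium: fresh YPD growth medium. Doses: single dose. Incubation: static 4 h at 37 °C with compound, 1 h detection. Measured by: luminescent adenylate kinase detection reagent. Read-out: signal increase indicating cell lysis. Benchmarks: Clomiphene.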
# INS-1E GSIS act = primary screen for activators of insulin secretion dependent on glucose, INS-1E cells, GLuc reporter luminescence; 370,000 compounds, 0.61% hits; activation, % at 16.6 µM; INS-1E GLuc reporter insulin secretion, 2-3 h;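 active means lowest replicate activation of at least 40%, so every replicate reaches that level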;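 further: 0% = median of neutral control wells and 100% = median of IBMX positive control wells; some compounds called inactive have numbers as strong as hits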
# FN deposition inh = fibronectin deposition inhibition. AH1F fibroblasts, Alexa488-fibronectin deposition fluorescence, overnight. inhibition, % at 12.6 µM. 350,000 compounds, 0.086% hits;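 active means mean inhibition across replicates of 30% or more, regardless of how many single replicates reach that level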;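 further: positive control wells lacked labelled fibronectin entirely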
#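 Assay system: AH1F fibroblasts assembling fluorescent fibronectin matrix; Amount: 10000 AH1F cells per well; Buffer or medium: DMEM, 2% serum; Probe or stimulus: Alexa488-fibronectin, 24 nM final in well; Doses: single compound dose, delivered by pin transfer; Incubation: 1 h adhesion, overnight exposure; Measured by: fluorescence 485/525 nm; Read-out: fibronectin deposition inhibition.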
# PGC1a acetyl inh = lowers PGC1a acetylation signal in U2OS cells. AlphaScreen anti-acetyl-lysine; with virally co-expressed GCN5 acetyltransferase. inhibition, % at 15.6 µM. 350,000 compounds, 0.17% hits. AID 651687;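 active means every replicate shows inhibition of at least 40%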;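 further: 0% = neutral control wells and 100% = positive control wells; some results beyond the cut were filed as inactive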
# miR122 inh = blocks miR-122 activity in Huh7 sensor cells; Huh7 miR-122 Renilla luciferase sensor, 48 h; neutral wells = 0, positive control = 100; activation (reporter increase), % at 12.5 µM; 340,000 compounds, 0.3% hits; AID 602342;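 active means mean replicate activation score at least 90 and every replicate individually at or above 90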;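 further: higher luciferase means less miR-122 activity so hits act as miR-122 inhibitors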
# F508del corr = CFTR F508del correction in bronchial cells. activity (quench increase), % at 7.58 µM. 350,000 compounds, 0.36% hits. CFBE cells, YFP halide quenching; stimulated with forskolin plus potentiator P3; % fluorescence drop versus neutral controls;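 active means mean added fluorescence quench of at least 8% versus neutral control, with both replicates also reaching 8%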;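 further: cells transiently co-express mutant CFTR-F508del with the halide-sensitive YFP; corrector assay measuring rescue of mutant channel to the surface after 24 h compound exposure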
# PglD inh = blocks C. jejuni PglD acetyltransferase activity; purified PglD enzyme, DTNB colorimetric CoA detection; inhibition, % at 12.5 µM; 360,000 compounds, 0.098% hits; in the data active means inhibition above about 16%, passing the limit was not always enough; further: strong numbers were not always called active
# Statin myotox sup = suppression of simvastatin myotoxicity. 330,000 compounds, 0.78% hits. rescue of ATP level, % at 7.49 µM. AID 602340. C2C12 myotubes + simvastatin, ATP luminescence, 48 h; scaled: DMSO 0, geranylgeraniol control 100;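 active means mean ATP rescue above about 67%, or every replicate alone reaching that limit, limit read from the data, passing the limit was not always enough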;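 further: myotubes were challenged with 10 µM simvastatin during compound exposure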
# The depositor's hits bear a star; x = no result given; [ ] = another dose, or the depositor's remark. Outcome played no part in choosing rows; overall some 2.1% were active at least once.
# Under each structure – F508del corr	Statin myotox sup	INS-1E GSIS act	PglD inh	FN deposition inh	miR122 inh	PGC1a acetyl inh	Cneo AK release
CC(=O)OC1COC(n2ccc3ccccc32)C(OC(C)=O)C1OC(C)=O (stereo unspecified)
    x	-15	-2	-4	1	11	-6	-1
CCOC(=O)C1CCN(c2c(NCc3ccc(C(=O)N(C)Cc4ccccc4)cc3)c(=O)c2=O)CC1
    -0.4	8	-6	3	-9	-3	10	-2
Cc1noc(C)c1NC(=O)Nc1ccc2c(c1)C(=O)N(C)[C@H]1CC[C@H](CC(=O)N[C@H]3CCN(Cc4ccccc4)C3)O[C@@H]1CO2
    0.9	-8	7	1	10	-18[16.7 µM]	2	1
O=C(c1ccc(S(=O)(=O)N2CCCC2)cc1)N1CCN(c2cccc(Cl)c2)CC1
    1.3	-4	-17	1	-1	x	-6	-2
Cc1nc(N2CCC(C)CC2)c(C#N)c(C)c1[N+](=O)[O-]
    0.8	x	8	x	3	x	1	x
CCCn1c(-c2ccc(F)cc2)cnc1SCC(=O)O
    x	-2	x	5	-15	-4	-8	3
Oc1cc2c(cc1O)[C@@H](c1ccccc1)CNCC2
    0.0	-4	-13	4	6	34	-2	-1
C[C@H](NC(=O)c1nc[nH]c1C(=O)N[C@@H](C)C(=O)OCc1ccccc1)C(=O)OCc1ccccc1
    -1.0	4	-5	-6	-3	x	x	-1
CC(C)c1ccc(OCC(=O)Nc2ccc3oc(=O)ccc3c2)cc1
    1.9	-37	-4	-1	-17	-3	6	-1
COc1ccc(NC(=O)CN(C)C(=O)c2c(C)nn(Cc3ccccc3)c2C)cc1
    0.4	-9	3	3	9	x	x	-5
CCC(=O)Nc1ccc2c(c1)OC[C@@H](C)N(C(=O)C1CCC1)C[C@@H](C)[C@@H](OC)CN(C)C2=O
    -2.3	-4	5	1	4	x	0	-9
C[C@@H]1CN([C@@H](C)CO)C(=O)c2cc(NC(=O)c3ccncc3)ccc2O[C@@H](C)CCCCO[C@H]1CN(C)Cc1ccc2c(c1)OCO2
    1.0	x	8	4	-8	12[16.7 µM]	0	0
c1ccc(COc2cncc(-c3cccnc3)c2)cc1
    1.5	-13	x	2	-1	3	7	-2
COc1ccc(Cn2nnnc2C(c2ccc(N(C)C)cc2)N2CCC(C(N)=O)CC2)cc1 (stereo unspecified)
    -0.4	x	-1	x	-7	x	-6	x
Cc1ccccc1N1C(=O)C(Cc2ccc(F)cc2)S/C1=C(\C#N)C(N)=O (stereo unspecified)
    -1.2	x	-2	0	-3	-6	4	1
O=C(NC1Cc2ccccc2C1)[C@@H]1[C@@H](CO)[C@@H]2Cn3c(ccc(C4=CCCCC4)c3=O)[C@H]1N2CC1CC1
    4.7	17	-21	3	x	4[16.7 µM]	x	60
O=C(NCC1CCCO1)c1cc([N+](=O)[O-])ccc1N1CCC(Cc2ccccc2)CC1 (stereo unspecified)
    -0.3	-11	-28	0	x	2	-2	2
Cc1cc(NC(=O)C2(C)CCN2C(C)C)c2ccccc2n1 (stereo unspecified)
    -2.1	-2	22	-3	-5	-3	-10	0
C[C@H](CO)N1C[C@H](C)[C@H](CN(C)S(=O)(=O)c2ccccc2)Oc2ccc(NC(=O)Cn3cnnn3)cc2CC1=O
    -1.7	12	3	0	x	6[16.7 µM]	9	2
Nc1n[nH]c(=S)n1-c1ccc(Cl)cc1
    -1.8	11	32	0	-1	-1	x	-4
Cc1cccc(N(C)C(=O)CN(C)S(=O)(=O)c2ccc3c(c2)c(=O)n(C)c(=O)n3C)c1
    -2.9	-14	6	10	5	-2	10	0
OC(COc1ccccc1)CN1CCN(C(c2ccccc2)c2ccccc2)CC1 (stereo unspecified)
    1.7	29	5	-3	-3	x	x	2
CC1(C)C[C@@H]2C[C@@](C)(CN2C(=O)c2ccccc2)C1
    -1.1	x	x	-1	-3	5	10	4
CCCN(C)C[C@@H]1Oc2cc(C#CC3CCCCC3)ccc2S(=O)(=O)N([C@H](C)CO)C[C@H]1C
    -1.4	-31	20	x	x	-9[16.7 µM]	-22	x
CC1CCCC(NC(=O)CCCCCn2c(=S)[nH]c3ccsc3c2=O)C1C (stereo unspecified)
    2.1	-4	x	2	0	1	-10	1
CC(=O)NC1CC(C)(C)N(OC(C)=O)C(C)(C)C1
    x	2	x	3	-1	3	5	0
CCC1(c2ccccc2)ON(c2c(Br)cccc2Br)C1=O (stereo unspecified)
    -2.5	-17	-3	-8	19	-4	0	6
CCCC#Cc1ccc2c(c1)O[C@H](CN(C)Cc1cncnc1)[C@H](C)CN([C@@H](C)CO)S2(=O)=O
    -0.7	-17	-20	-1	3	-10[16.7 µM]	-11	-4
CCOc1ccc(S(=O)(=O)NC(C)C(=O)NCc2ccccn2)cc1 (stereo unspecified)
    -1.2	-17	17	-3	1	-7	-6	0
O=C(Cc1cccs1)Nc1nnc(CCc2ccccc2)s1
    x	-4	-13	-2	-3	0	-6	-2
N#CCC1c2ccccc2CCN1C(=O)Nc1ccc(Cl)cc1 (stereo unspecified)
    x	-33	-10	-3	10	7	4	0
COc1ccc(NS(=O)(=O)c2ccc(NC(C)=O)cc2)cc1OC
    x	-7	x	-2	x	3	x	0
CC(C(=O)NC1CCCCC1)N1C(=O)c2cccc3cccc1c23 (stereo unspecified)
    1.2	9	29	0	x	2	x	1
C[C@@H]1CCCCO[C@H](CN(C)C(=O)Nc2ccc3c(c2)OCO3)[C@H](C)CN([C@@H](C)CO)C(=O)c2cc(NC(=O)c3ccncc3)ccc2O1
    -2.7	x	3	2	2	3[16.7 µM]	3	5
COc1ccc(CNC(=S)Nc2ccc3nc(N4CCOCC4)cc(C)c3c2)cc1
    x	12	7	x	-10	3	1	x
Cc1cccc2nc(CSc3nnnn3-c3ccccc3)cn12
    x	-1	x	-1	3	-10	10	1
CN(CC1CCOCC1)C(=O)CC1C(=O)NCCN1Cc1cccc(C(F)(F)F)c1 (stereo unspecified)
    -0.9	-7	-4	-2	1	-4	3	2
COc1ccccc1NC(=O)NC(N)=O
    x	17	x	4	0	0	3	1
CC(C)C[C@H](NC(=O)c1nc[nH]c1C(=O)NCCCCCNC(=O)OC(C)(C)C)C(=O)OC(C)(C)C
    -0.6	-1	-26	-3	0	-8	-10	-3
Cc1cc(NC(=O)CCCC(=O)O)nc(C)n1
    x	3	x	2	-7	x	8	1
COCCNC(=O)C[C@H]1C[C@@H]2c3cc(NC(=O)C4CCOCC4)ccc3O[C@@H]2[C@@H](CO)O1
    -0.4	2	3	0	-5	1[16.7 µM]	2	1
O=C(c1ccccc1)N(Cc1cccs1)C1CCS(=O)(=O)C1 (stereo unspecified)
    -1.5	1	-1	-2	x	0	6	3
O=C1c2cccc3cccc(c23)C(=O)N1OS(=O)(=O)c1ccccc1
    x	6	x	-3	x	-1	-1	0
COc1ccc(CNC(=O)C[C@@H]2C[C@H]3c4cc(NC(=O)NC5CCCC5)ccc4O[C@H]3[C@@H](CO)O2)cc1
    5.6	4	15	3	x	1[16.7 µM]	-9	21
C[C@H]1CN([C@@H](C)CO)C(=O)c2cc(C#Cc3ccc(F)cc3)cnc2O[C@@H]1CN(C)C(=O)c1ccccc1F
    -2.9	-12	-31	-2	x	0[16.7 µM]	-5	0
O=C(OCC(=O)N(CCc1ccccc1)Cc1ccccc1)c1cccc(S(=O)(=O)N2CCOCC2)c1
    -0.9	28	-22	7	1	x	x	1
COc1ccccc1NC(=O)N1CCN(c2ccccn2)CC1
    -3.4	2	1	0	-1	-11	0	-2
FC(F)(F)c1cc(-c2ccccn2)nc2cc(-c3ccccc3)nn12
    -0.1	x	13	2	0	9	27	1
O=C(Cc1cccc2ccccc12)N/N=C/c1ccc(Sc2nc3ccccc3s2)o1
    x	56	x	5	-3	1	-13	3
CCN(c1ccc(OC)cc1)S(=O)(=O)c1nnc(NC(=O)COc2ccc(C)cc2)s1
    x	1	0	-2	x	-2	11	-5
CCOc1cc(/C=N/O)cc(Br)c1OCC
    x	1	x	1	-2	-20	-8	3
Cc1nnc(NCCc2ccccc2)n(N)c1=O
    x	x	x	4	x	8	4	-1
CCOC(=O)NC(=O)/C(C#N)=C\Nc1sccc1C(=O)OC
    2.1	x	0	x	-7	x	15	x
CN(C)c1ccc(-c2ccnc3c2CC(C)(C(=O)NCc2cccs2)O3)cc1 (stereo unspecified)
    -2.0	-16	2	-4	10	23	x	0
CCOC(=O)c1sc2cccc(F)c2c1N
    -2.1	20	18	0	x	1	x	-2
CC(=NNC(=S)N1CCCCCC1)c1cccc2cccnc12
    -2.8	x	-8	x	-2	-2	6	x
O=C(O)C(C(=O)Oc1ccccc1)C(C(=O)O)C(=O)Oc1ccccc1 (stereo unspecified)
    -6.1	6	2	-4	3	-3	x	0
CCCC#Cc1ccc2c(c1)O[C@H](CN(C)C(=O)Nc1ccc(OC)cc1)[C@H](C)CN([C@@H](C)CO)S2(=O)=O
    -1.7	29	-4	-1	x	1[16.7 µM]	-2	-6
CCC(C)[C@H](NC(=O)[C@@H]1CSC2c3ccccc3C(=O)N21)C(=O)NC1CCCC1 (stereo partly specified)
    1.6	-9	-22	0	-26	-11	0	0
CC(C)NC(=O)Nc1ccc2c(c1)C(=O)N([C@H](C)CO)C[C@@H](C)[C@H](CN(C)C(=O)CCCN(C)C)OCCCC[C@@H](C)O2
    0.0	x	7	-2	10	-4[16.7 µM]	7	-1

# Ordered by the number under PGC1a acetyl inh (lowest first): 3 from the list above.
SMILES	PGC1a acetyl inh
CCCn1c(-c2ccc(F)cc2)cnc1SCC(=O)O	-8
C[C@@H]1CN([C@@H](C)CO)C(=O)c2cc(NC(=O)c3ccncc3)ccc2O[C@@H](C)CCCCO[C@H]1CN(C)Cc1ccc2c(c1)OCO2	0
CC(=O)NC1CC(C)(C)N(OC(C)=O)C(C)(C)C1	5

# Next part:
# Under each structure – F508del corr	Statin myotox sup	INS-1E GSIS act	PglD inh	FN deposition inh	miR122 inh	PGC1a acetyl inh	Cneo AK release
CCCOc1ccc(-c2nc(=S)[nH][nH]2)cc1
    x	20	x	1	-9	0	0	0
N#C[C@H]1[C@@H](c2ccccc2C2=CCCCC2)[C@@H](CO)N1C(=O)NC1CCCC1
    4.5	x	-1	x	-13	x	1	x
CCC(=O)N(C)C[C@H]1Oc2cc(-c3ccccc3)ccc2S(=O)(=O)N([C@H](C)CO)C[C@H]1C
    4.3	2	2	0	x	-23[16.7 µM]	-1	89*
COCc1nc2ccccc2n1Cc1ccccc1Br
    x	10	x	-3	-5	0	-10	7
COc1ccccc1C(=O)N1C[C@@H]2[C@H](c3ccccc31)[C@@H](CO)N2C(=O)Nc1ccccc1
    0.3	15	-6	-4	x	-7[16.7 µM]	6	-3
COc1ccc(C(c2c(C)n(C)n(-c3ccccc3)c2=O)c2c(C)n(C)n(-c3ccccc3)c2=O)cc1OC
    -1.4	14	5	-3	1	0	-11	2
COc1ccc(CCNC(=O)CSCc2ccc(F)cc2)cc1OC
    x	x	12	2	1	-6	-10	-3
COc1ccc(NC(=O)c2ccc(S(=O)(=O)N(C)C)cc2)cc1
    0.1	x	17	x	x	-4	4	x
CCOc1ccc(CCNC(=O)CCNS(=O)(=O)c2ccc3c(c2)CCN3C(C)=O)cc1OCC
    -4.0	-2	-4	4	8	-3	-1	-1
O=C(CCCc1c[nH]c2ccccc12)N1CCOCC1
    x	18	x	x	x	-9	-20	4
